Tn7 DDE FP – DD(E)-Tn7 binding inhibition, primary FP screen. FP displacement of FITC-Tn7 peptide from fibrin DD(E); 0% = median of compound wells per plate. 370,000 tested, 0.13% active. inhibition, % at 8.3 µM. P02675. AID 720508;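 active = inhibition above the mean of compounds falling within the control limits plus 3 SD of them, cut at about 14% in these data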;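 also: 0% = plate median of compound wells and 100% = 10 µM Aha-Tn7 peptide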
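Measure: % inhibition scaled between sample-field median and high-control FP; Test system: human fibrin DD(E); Quantity: 2 µM final DD(E) protein; Doses: one dose, 8.3 µM nominal; Schedule: compound with protein 10 min, then 3 h after probe, room temperature; Detection: fluorescence polarization; Medium: Tris buffer with calcium and detergent, pH 7.8.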
MBD2 inh – inhibitors of human MBD2 binding to methylated oligonucleotide; Q9UBB5; 370,000 tested, 0.31% active; TR-FRET; inhibition, % at 4.4 µM; in the data active = inhibition above about 13%
DDE Tn6 FP inh – disrupts Tn6 cyclic peptide binding to fibrin D-Dimer-E complex | P02675 | Fibrin DD(E) TRITC-Tn6 fluorescence polarization displacement | inhibition, % at 8.3 µM | 370,000 tested, 0.21% active | AID 720509;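 active = inhibition above a per-campaign cutoff: mean of compounds within control limits plus 3 SD, cut at about 15% in these data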;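 also: 0% = median of all compound wells on the plate and 100% = blocking peptide control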
TDP2 inh – TDP2 (human) inhibition, absorbance primary screen; O95551; recombinant TDP2, T5PNP hydrolysis, p-nitrophenol absorbance 415 nm; inhibition, % at 12.8 µM; 370,000 tested, 0.34% active;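 active = inhibition above the mean of all tested compounds plus 3 SD, set per campaign, cut at about 25% in these data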;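 also: 0% = DMSO with enzyme and 100% = buffer with substrate but no TDP2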
Target sequence (O95551 whole entry, looked up): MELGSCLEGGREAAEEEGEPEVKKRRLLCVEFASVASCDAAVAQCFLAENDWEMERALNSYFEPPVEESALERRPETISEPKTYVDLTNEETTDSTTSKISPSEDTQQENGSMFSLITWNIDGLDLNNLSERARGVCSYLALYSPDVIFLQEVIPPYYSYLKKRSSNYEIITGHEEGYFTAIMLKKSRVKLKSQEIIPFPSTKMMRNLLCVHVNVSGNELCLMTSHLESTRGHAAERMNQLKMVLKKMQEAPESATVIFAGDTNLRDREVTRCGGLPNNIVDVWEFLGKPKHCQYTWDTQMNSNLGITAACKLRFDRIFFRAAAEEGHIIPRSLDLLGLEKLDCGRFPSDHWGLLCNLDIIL
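Read-out basis: percent inhibition. System: recombinant human TDP2. Buffer or medium: Mg2+-containing Tris-HCl buffer, pH 7.5. Repeats: single replicate. Timing: reaction 2 h, 37 °C. Benchmarks: high control without enzyme, low control DMSO plus TDP2. Probe or stimulus: 5 mM T5PNP. Doses: 12.8 µM only. Measured by: epi absorbance of p-nitrophenol freed from T5PNP by hydrolysis.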
SIAE primary – blocks human sialic acid acetylesterase. Q9HAT2. SIAE FP-Rh probe binding, fluorescence polarization. inhibition, % at 9.66 µM. 370,000 tested, 0.69% active. AID 1053197;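 active = inhibition above a cutoff: mean of compounds within the control limits plus 3 SD of those, cut at about 17% in these data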;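 also: 0% = plate median of compound wells and 100% = probe without SIAE protein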
UHRF1 binding – human UHRF1 methylated DNA binding inhibitors. inhibition, % at 4.4 µM. UHRF1 binding to methylated oligo, TR-FRET. 370,000 tested, 0.75% active; in the data active = inhibition above about 21%;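 also: UHRF1 SRA domain binding a hemimethylated CpG hairpin DNA probe; 0% = median of test compound wells and 100% = reference inhibitor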
KLK7 zymogen act – activators of human kallikrein-7 zymogen. P49862. 370,000 tested, 0.9% active. purified proKLK7, EDANS-DABCYL substrate fluorescence; 100% is mature enzyme control, 0% vehicle. activation, % at 7 µM;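 active = activation above the mean of all tested compounds plus 3 SD, computed per campaign excluding outliers beyond control limits, cut at about 13% in these data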
Target sequence (P49862 whole entry, looked up): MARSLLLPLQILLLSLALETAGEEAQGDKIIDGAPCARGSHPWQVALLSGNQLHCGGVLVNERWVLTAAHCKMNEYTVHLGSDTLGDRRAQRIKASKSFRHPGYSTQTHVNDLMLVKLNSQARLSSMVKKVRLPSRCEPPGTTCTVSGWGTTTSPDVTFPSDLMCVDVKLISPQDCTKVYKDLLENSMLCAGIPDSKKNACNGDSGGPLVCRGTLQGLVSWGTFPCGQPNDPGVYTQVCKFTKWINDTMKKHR
LEDGF integ inh – blocks HIV-1 LEDGF/p75-dependent DNA integration; TR-FRET IN-LEDGF/p75 DNA integration, Eu/Cy5; inhibition, % at 3.7 µM; 370,000 tested, 0.64% active; AID 743269;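 active = inhibition above the screen-wide mean plus 3 SD, cut at about 13% in these data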;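 also: signal is the Cy5 over europium emission ratio at 671 and 618 nm; 0% = plate median of compound wells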
TCR CD3 inh – human TCR-CD3 binding inhibition | TAMRA-labeled TCR probe fluorescence, biochemical | inhibition, % at 9.4 µM | 360,000 tested, 0.37% active | AID 651800; in the data active = inhibition above about 19%;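 also: recombinant mutant TCR 2C K166C tagged with TAMRA read by polarization; 0% = receptor in buffer alone and 100% = receptor with positive control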
PRMT1 FP inh – blocks human protein arginine methyltransferase 1. 370,000 tested, 1.3% active. inhibition, % at 2.79 µM. AID 652257. recombinant PRMT1, activity-based probe fluorescence polarization;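 active = inhibition above about 21% made by adding two undisclosed values, limit read from the data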
Target sequence (Q99873 whole entry, looked up): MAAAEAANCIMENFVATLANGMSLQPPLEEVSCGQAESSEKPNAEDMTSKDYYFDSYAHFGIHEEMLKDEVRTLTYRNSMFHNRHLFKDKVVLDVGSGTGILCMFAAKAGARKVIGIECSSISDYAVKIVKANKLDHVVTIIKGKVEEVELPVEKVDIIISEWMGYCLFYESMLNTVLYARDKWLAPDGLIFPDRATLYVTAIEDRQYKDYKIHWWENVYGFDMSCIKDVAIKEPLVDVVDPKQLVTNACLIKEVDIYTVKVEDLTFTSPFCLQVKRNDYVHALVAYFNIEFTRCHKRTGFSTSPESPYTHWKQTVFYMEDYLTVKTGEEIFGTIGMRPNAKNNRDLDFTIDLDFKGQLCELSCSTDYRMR
Starred values were filed as active, the others as inactive.

SMILES	Tn7 DDE FP	MBD2 inh	DDE Tn6 FP inh	TDP2 inh	SIAE primary	UHRF1 binding	KLK7 zymogen act	LEDGF integ inh	TCR CD3 inh	PRMT1 FP inh
CCn1c(CC(=O)Nc2ccc(C)cc2)nnc1SCC(=O)NCc1ccccc1	0.6	-1.7	2.1	-3.8	0.1	-1.2	0.3	0.4	6.8	-1.7
COc1ccc(S(=O)(=O)Nc2ccccc2N2CCOCC2)cc1[N+](=O)[O-]	0.7	-1.5	-1.6	0.5	7.1	0.7	0.1	-5.8	-6.4	-0.8
CN(C)CCCN(C(=O)COc1ccc(Cl)cc1)c1nc2ccc(F)cc2s1	-1.9	-4.2	-11.1	3.3	2.4	-1.7	-0.6	4.0	-1.6	-3.9
O=C(Nc1ccc2c(c1)OCCO2)Nc1ccc2c(c1)OCO2	3.1	1.7	-2.0	1.1	3.9	0.6	1.0	-4.2	7.3	1.4
CCc1nnc(NC(=O)C(NS(=O)(=O)c2ccc3c(c2)OCCO3)C(C)C)s1 (stereo unspecified)	7.2	6.7	-4.6	0.5	0.4	4.7	-0.5	3.4	-6.4	8.7
CCC(CC)NC(=O)CSc1nnc(-c2ccc(OC)cc2)n1C(C)C	0.0	0.1	1.8	-6.8	-2.6	-1.7	-0.5	-2.4	2.2	-1.8
CC(C)(C)c1nn(-c2ccccc2)c2[nH]c(=O)c(CNCc3ccc4c(c3)OCO4)cc12	-4.8	-4.3	-9.1	-1.8	-1.7	1.2	-0.7	-0.4	2.5	-2.5
COc1ccc(NC(=O)c2cccc(N3C(=O)C4CC=C(C)CC4C3=O)c2)c(OC)c1 (stereo unspecified)	1.0	-5.1	-9.7	-7.4	0.8	0.9	0.2	0.7	-0.2	-3.4
Cc1ccc(NC(=O)CSc2cccc3cccnc23)c(C)c1	-8.7	-4.5	1.4	3.6	-2.5	-18.3	2.6	-0.1	-4.2	-1.6
CCOC1=C2CN(S(=O)(=O)c3ccc(C)cc3)C(c3cccc(Cl)c3)CC2NC(c2ccccc2)C1 (stereo unspecified)	-5.2	1.2	-4.5	-3.1	-4.3	5.8	0.6	-0.9	4.2	-2.2
CCOc1cc(-n2nc(C)c(C#N)c2N)nc(SC)n1	5.7	2.8	2.0	-2.7	7.5	-0.3	0.0	-2.3	1.0	-0.1
O=C(CCS(=O)(=O)c1ccc(Cl)cc1)Nc1cccc(S(=O)(=O)N2CCCCCC2)c1	0.1	0.3	1.0	-5.6	-7.3	1.9	0.3	1.0	-6.3	-0.8
Cn1c(=O)c2nc(-c3ccccc3)oc2c2ccccc21	-2.0	1.1	5.5	6.4	3.7	-18.6	-0.6	-3.0	4.7	0.0
CSc1nc(C)cc(OCC(=O)n2nc(C)cc2C)n1	-8.3	0.3	-8.0	-8.3	-4.1	12.9	0.8	0.0	7.4	-3.8
CCCCN1C(=O)N(CCc2ccc(F)cc2)S(=O)(=O)c2cc(C(F)(F)F)ccc21	-2.4	5.3	6.2	0.4	-5.2	-0.4	1.1	0.1	6.8	-5.6
N#Cc1cc(-c2ccccc2)nc(N2CCNCC2)n1	3.9	-1.1	7.6	12.3	-2.3	-16.7	2.2	-5.3	-0.2	-0.4
CCc1ccc(NC(=O)c2ccccc2Br)cc1	-1.3	-5.2	4.2	-2.3	-0.9	-0.5	0.0	2.8	3.1	-1.2
O=C(c1ccc2c(c1)C(=O)N(Cc1ccncc1)C2=O)N1CCN(S(=O)(=O)c2ccc(OC(F)(F)F)cc2)CC1	3.0	-3.8	8.8	-0.7	-2.4	0.1	0.1	-1.4	2.5	0.1
CCCCOC(=O)Nc1ccc(S(=O)(=O)Nc2nccs2)cc1	5.2	-4.5	-2.4	-0.2	6.4	-1.3	0.2	2.9	1.9	-5.1
CCC(C)[C@H](NC(=O)NCCCOC(C)C)C(=O)OC (stereo partly specified)	-0.5	-0.8	2.5	5.0	-4.7	-0.1	0.0	0.0	0.7	-0.6
NC(=O)c1ccc[n+](CC(=O)c2ccc(F)cc2)c1	-2.1	0.5	-4.0	-9.6	-3.5	0.4	1.4	8.6	-2.0	-1.9
C/C(N)=C(/C#N)C(=O)COC(=O)C1CCC(C(C)(C)C)CC1 (stereo unspecified)	4.8	2.4	-5.0	-3.7	-5.3	-2.4	-0.9	-0.9	-3.4	-0.5
O=C(COC(=O)c1ccc(S(=O)(=O)N2CCCCC2)cc1)NC1CCCCC1	1.0	1.3	-3.2	3.6	-6.5	-2.3	0.4	-2.8	1.9	2.5
COc1ccccc1/C=N/NC(=O)c1ccc2c(c1)OCO2	7.7	-6.2	7.7	1.9	-5.1	-2.4	0.7	-2.6	8.0	0.9
O=C(NCC(=O)N1CC=C(c2ccccc2)CC1)c1ccccc1Br	-7.9	3.7	-1.0	-0.5	1.1	1.7	-0.9	-2.2	-0.5	2.9
O=C1NC(CCO)C(=O)NC1CCO (stereo unspecified)	1.6	-2.2	-1.1	3.7	7.4	0.2	0.4	-2.3	1.5	-1.4
CCN(CC)CCNc1nc(-c2ccccc2)c2c(c1C#N)CC(C)(C)OC2	1.5	-7.5	-5.6	-2.2	-4.3	-3.7	2.6	0.1	9.4	-0.4
NC(=O)Cn1c(=O)n(CCCC(=O)NC2CCN(Cc3ccccc3)CC2)c(=O)c2ccccc21	-4.2	2.9	-0.2	-5.2	1.1	-1.1	-0.4	2.0	0.5	-3.6
CCc1ccc(N/C(N)=N/c2nc(CSc3ncccn3)cc(=O)[nH]2)cc1	-5.7	-5.5	9.6	8.1	-1.2	-0.5	-0.3	2.2	2.3	0.3
CC(=O)Nc1ccc(C(=O)COC(=O)c2nc3nc(C)cc(C)n3n2)cc1	-3.4	-2.4	3.0	-2.2	-2.4	3.5	0.1	-4.3	1.8	3.7

Exported as labelled records: part of the list above.
COc1ccc(NC(=O)c2cccc(N3C(=O)C4CC=C(C)CC4C3=O)c2)c(OC)c1 (stereo unspecified)
  Tn7 DDE FP: 1.0
  MBD2 inh: -5.1
  DDE Tn6 FP inh: -9.7
  TDP2 inh: -7.4
  SIAE primary: 0.8
  UHRF1 binding: 0.9
  KLK7 zymogen act: 0.2
  LEDGF integ inh: 0.7
  TCR CD3 inh: -0.2
  PRMT1 FP inh: -3.4
Cc1ccc(NC(=O)CSc2cccc3cccnc23)c(C)c1
  Tn7 DDE FP: -8.7
  MBD2 inh: -4.5
  DDE Tn6 FP inh: 1.4
  TDP2 inh: 3.6
  SIAE primary: -2.5
  UHRF1 binding: -18.3
  KLK7 zymogen act: 2.6
  LEDGF integ inh: -0.1
  TCR CD3 inh: -4.2
  PRMT1 FP inh: -1.6
CCOC1=C2CN(S(=O)(=O)c3ccc(C)cc3)C(c3cccc(Cl)c3)CC2NC(c2ccccc2)C1 (stereo unspecified)
  Tn7 DDE FP: -5.2
  MBD2 inh: 1.2
  DDE Tn6 FP inh: -4.5
  TDP2 inh: -3.1
  SIAE primary: -4.3
  UHRF1 binding: 5.8
  KLK7 zymogen act: 0.6
  LEDGF integ inh: -0.9
  TCR CD3 inh: 4.2
  PRMT1 FP inh: -2.2

New compounds follow:
SMILES	Tn7 DDE FP	MBD2 inh	DDE Tn6 FP inh	TDP2 inh	SIAE primary	UHRF1 binding	KLK7 zymogen act	LEDGF integ inh	TCR CD3 inh	PRMT1 FP inh
CC(NCc1ccccc1)C1COc2ccccc2O1 (stereo unspecified)	-0.1	-2.7	-0.8	0.5	-0.2	-0.5	-0.2	-1.8	-3.7	-1.9
O=S(=O)(NCCCCNS(=O)(=O)c1c(F)cccc1F)c1ccc2c(c1)OCCO2	6.0	0.0	0.9	-5.1	-1.4	3.9	0.1	-0.9	7.3	-3.5
CC(=O)N1CCN(CC(=O)Nc2cc([N+](=O)[O-])ccc2Cl)CC1	-0.4	1.1	8.7	-10.2	5.7	-2.3	0.3	5.9	1.6	-1.8
COc1ccc(CNC(=O)c2c(C)cc(=O)oc2C)cc1	-4.3	-0.4	-0.6	-15.2	0.4	1.8	0.2	4.8	4.3	-5.4
O=C1C[C@H]2[C@H](CO)[C@@H](OC(=O)c3ccc(-c4ccccc4)cc3)C[C@H]2O1	5.5	-2.9	0.8	2.9	-6.2	-1.7	0.0	-1.7	-0.3	-0.1
Cc1ccccc1OCCCN1CCC(C(O)(c2ccccc2)c2ccccc2)CC1	5.0	-7.0	1.3	-6.3	6.1	-0.1	0.7	3.8	-2.8	-1.6
Cc1nc2ccccc2n1CC(=O)NC1CCCC1	-3.4	6.0	-12.5	-1.3	-10.1	5.5	0.0	0.0	2.1	1.9
O=C(Nc1ccccn1)C12CC3CC(CC(C3)C1)C2	-6.4	0.5	5.3	-8.0	-6.4	8.3	-0.2	3.6	1.5	-0.4
Cc1cccc(C2c3[nH]c4ccccc4c3CCN2C(=O)c2cn(C)c3ccccc3c2=O)n1 (stereo unspecified)	-7.7	5.9	0.5	-5.7	8.4	-3.1	-0.6	1.2	7.9	-1.4
CCOCCCNC(=O)C(NC(=O)c1ccc(=O)[nH]c1)c1ccc(Cl)cc1 (stereo unspecified)	-6.2	-7.8	-0.6	-8.4	0.2	-0.7	-0.3	-6.5	1.7	-2.6
Cc1onc(-c2ccccc2)c1C(=O)Nc1ccc(OC(C)C)cc1	0.1	-2.3	-0.1	-4.9	-2.0	2.0	1.0	3.8	-1.4	-3.2
CN(CCOc1ccccc1)CCOc1ccccc1	-1.1	-5.4	-1.2	2.1	4.7	0.2	0.2	5.2	1.9	-3.6
O=C(Nc1ccc(SC(F)F)cc1)C1=COCCO1	9.1	-3.5	2.9	-4.7	-9.4	-3.1	-1.1	-1.2	4.5	8.9
Cc1ccc(C(C)C)c(OCC(=O)N/N=C2\CC(=O)CC(C)(C)C2)c1	0.1	-0.4	5.8	-6.4	2.9	2.1	-1.3	1.1	-5.1	-2.4
COC(=O)CSc1nnc(-c2cccc(NC(=O)c3ccc(C)cc3)c2)n1C	1.1	-2.0	5.4	-1.4	-1.5	-0.6	-0.2	-1.6	8.0	-2.6
CC(CN1CCCC1)OC(=O)c1ccccc1Cl (stereo unspecified)	-0.3	-5.0	-8.5	0.1	9.5	-0.3	0.1	7.1	-6.6	-1.8
Cc1c(OCc2nn[nH]n2)ccc2c3c(c(=O)oc12)CCC(C)C3 (stereo unspecified)	-0.9	1.5	0.5	9.7	-7.0	-2.0	-9.0	0.4	-1.3	-0.3
CCOc1ccc(C2Oc3nc(SC)nnc3-c3ccccc3N2C(C)=O)cc1OC (stereo unspecified)	-3.2	3.1	1.7	-4.6	4.6	-0.8	-0.2	-0.9	-1.6	2.7
CC(=O)c1ccc(-c2nnc(CCC(=O)N(C)Cc3cnc4ccccn34)o2)s1	-1.4	-0.8	3.9	8.3	7.9	-0.8	-0.1	0.6	8.4	-2.2
Cc1ccc(-c2nc(S(=O)(=O)c3ccc(F)cc3)c(SCC(=O)NCC3CCCO3)o2)cc1 (stereo unspecified)	0.4	-5.7	0.7	-4.3	-2.9	0.6	-0.1	1.1	-3.4	0.9

Screens as filed in PubChem BioAssay.
